Screens deposited in PubChem BioAssay by National Center for Advancing Translational Sciences (NCATS).
PI4K2A block = qHTS for small molecular inhibitors of PI4K2A; hit rate 0.13% among 420,000; AID 1346378, 2018; activity change, negative = inhibition, % at 76.9 µM; purified PI4K2A, ADP-Glo luminescence, 1 h; hits give low values; Phosphatidylinositol 4-kinase type 2-alpha (Homo sapiens), Q9BTU6; in the data active = activity change below about -50%; inconclusive = mostly about -30% to -49%;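 note: -100% = wells without enzyme as full effect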
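PI4K2A activity was measured by ADP-Glo luminescence: enzyme (4 ug/mL stock) and phosphatidylinositol (1.2 mM stock) in Tris pH 7.5/MgCl2/EGTA/Triton X-100 buffer were reacted with ATP (300 microM stock) for one hour at ambient temperature.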
Pin1 inhibitor = qHTS Assay to Find Inhibitors of Pin1; AID 504891, 2011; Potency, µM (series often up to 115 µM), for inactives: at the highest dose activity, negative = inhibition, most hits filed as inhibitors; Pin1 FP peptide displacement, HiFluor488, 10 min; hit rate 0.009% among 390,000; Peptidyl-prolyl cis-trans isomerase NIMA-interacting 1 (Homo sapiens), Q13526; active = well fitted inhibition curve with a large enough effect in the polarisation, with a control signal flat, not every such curve was filed as active; inconclusive = small, poorly fitted or top-dose-only effect, or effect the other way, or a change in a side signal; inactive = no such curve, though single readings can be large or run the other way; the % refers to the polarisation; note: potency is the fitted concentration of half-maximal effect; % is set by controls: 0 for no effect and ±100 for the full control effect
Target sequence (Q13526 whole entry, looked up): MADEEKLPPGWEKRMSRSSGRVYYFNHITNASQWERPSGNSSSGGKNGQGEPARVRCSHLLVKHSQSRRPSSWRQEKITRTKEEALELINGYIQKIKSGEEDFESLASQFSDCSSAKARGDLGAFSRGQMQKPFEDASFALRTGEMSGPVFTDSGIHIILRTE
HP1b binding inh = HTS for Inhibitors of HP1-beta Chromodomain Interactions with Methylated Histone Tails; hit rate 0.56% among 390,000; Chromobox protein homolog 1 (Homo sapiens), P83916; Potency, µM (top dose mostly 114 µM), inactives show at the top dose activity change, negative = inhibition, actives largely listed as inhibitors; AlphaScreen HP1-beta / biotin-H3K9me3 peptide binding; AID 540317, 2011; note: potency is the fitted concentration of half-maximal effect; nearly all actives have a fitted effect of over 70% in size; inactives centre near 23
Target sequence (P83916 whole entry, looked up): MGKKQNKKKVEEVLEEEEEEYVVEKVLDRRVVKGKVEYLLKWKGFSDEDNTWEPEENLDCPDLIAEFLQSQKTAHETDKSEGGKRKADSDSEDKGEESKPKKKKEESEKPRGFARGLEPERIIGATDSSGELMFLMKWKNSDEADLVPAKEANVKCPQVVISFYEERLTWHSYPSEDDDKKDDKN
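AlphaScreen: HP1-beta (50 nM) preformed 30 min with biotin-H3(1-18)K9me3 peptide (50 nM) in PBS pH 7.4, 0.01% Tween-20. Compound added for 30 min at RT, then streptavidin donor/nickel chelate acceptor beads (10 ug/mL) for 30 min.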
GLS inh = qHTS for Inhibitors of Glutaminase (GLS). GLS enzymatic activity, qHTS titration. hit rate 0.21% among 410,000. Glutaminase kidney isoform, mitochondrial (Homo sapiens), O94925. Potency, µM (series often up to 45.5 µM), inactives show at the highest dose activity change, negative = inhibition, usual class: inhibitors; note: potency is the fitted concentration of half-maximal effect; % is set by controls: 0 for no effect and ±100 for the full control effect
Target sequence (O94925 whole entry, looked up, canonical isoform): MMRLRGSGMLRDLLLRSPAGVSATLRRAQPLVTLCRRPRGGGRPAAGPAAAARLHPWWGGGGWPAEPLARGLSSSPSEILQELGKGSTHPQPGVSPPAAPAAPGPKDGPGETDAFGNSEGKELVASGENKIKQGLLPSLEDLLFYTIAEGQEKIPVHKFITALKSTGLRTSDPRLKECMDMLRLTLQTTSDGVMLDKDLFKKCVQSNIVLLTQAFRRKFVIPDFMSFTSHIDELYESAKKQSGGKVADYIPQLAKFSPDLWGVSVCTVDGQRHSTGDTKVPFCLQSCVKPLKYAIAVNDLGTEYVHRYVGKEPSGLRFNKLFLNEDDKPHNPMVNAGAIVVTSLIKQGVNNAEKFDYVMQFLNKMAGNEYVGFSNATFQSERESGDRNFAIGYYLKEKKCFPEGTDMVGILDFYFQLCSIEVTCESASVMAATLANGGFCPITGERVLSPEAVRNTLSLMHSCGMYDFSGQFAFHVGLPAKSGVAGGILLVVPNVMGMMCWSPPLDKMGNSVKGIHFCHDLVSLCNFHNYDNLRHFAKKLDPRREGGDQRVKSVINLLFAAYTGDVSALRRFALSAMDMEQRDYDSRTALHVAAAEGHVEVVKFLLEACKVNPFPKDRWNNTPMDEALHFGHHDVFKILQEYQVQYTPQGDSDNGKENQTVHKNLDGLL
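Glutamate formation by hKGA was monitored fluorometrically using coupled glutamate oxidase, HRP and Amplex Red. Substrate was added as 1 mM L-glutamine solution; incubation was 30 min at RT after an initial read.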
POLH inh = qHTS for Inhibitors of Polymerase Eta | hit rate 1.2% among 390,000 | Potency, µM (titrated, usually from 114 µM), for the others: top-dose activity change, negative = inhibition, actives largely listed as inhibitors | recombinant Pol eta, fluorescent DNA replication assay; note: potency is the fitted concentration of half-maximal effect; % is set by controls: 0 for no effect and ±100 for the full control effect
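Pol eta (10 nM) was preincubated with compounds for 15 min at room temperature, after which fluorescent replication substrate (50 nM final) was added to start the reaction. Fluorescence was read kinetically at 0 and 10 min.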
JMJD2A Tudor inh = qHTS Assay for Inhibitors of JMJD2A-Tudor Domain; AlphaScreen JMJD2A-Tudor / H3K4me3 peptide binding; Potency, µM (doses to about 114 µM), for the others: at the highest dose activity change, negative = inhibition, actives largely listed as inhibitors; AID 504339, 2011; hit rate 4.4% among 390,000; Lysine-specific demethylase 4A (Homo sapiens), O75164; note: potency is the fitted concentration of half-maximal effect; % is set by controls: 0 for no effect and ±100 for the full control effect; nearly all actives have a fitted effect of over 50% in size
G9a block = qHTS Assay for Inhibitors of Histone Lysine Methyltransferase G9a; Potency, µM (series often up to 102 µM), for the others: top-dose activity, negative = inhibition, hits mostly inhibitors; AID 504332, 2011; Histone-lysine N-methyltransferase EHMT2 (Homo sapiens), Q96KQ7; hit rate 8.8% among 350,000; G9a H3K9 monomethylation, AlphaScreen, 2 h; note: potency is the fitted concentration of half-maximal effect; % is set by controls: 0 for no effect and ±100 for the full control effect; nearly all actives have a fitted effect of over 75% in size
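G9a (20 nM) was preincubated 15 min with compound, then reacted 2 h at room temperature with 500 nM biotin-H3K9 peptide and 20 µM SAM. Monomethyl-H3K9 detected by AlphaScreen using anti-H3K9me1 antibody.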
Tb PGK inh = qHTS Assay to Find Inhibitors of Phosphoglycerate Kinase | hit rate 0.043% among 380,000 | Phosphoglycerate kinase, glycosomal (Trypanosoma brucei brucei), P07378 | Potency, µM (top dose mostly 57.5 µM), inactives show at the top dose activity change, negative = inhibition, actives largely listed as inhibitors | PGK/GAPDH coupled, Kinase-Glo luminescence, 60 min; note: potency is the fitted concentration of half-maximal effect; % is set by controls: 0 for no effect and ±100 for the full control effect; nearly all actives have a fitted effect of over 60% in size
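Recombinant glycosomal PGK reaction used 1,3-bisphosphoglycerate generated in-well by GAPDH (100nM final) in 100mM TEA pH 7.6, 5mM MgCl2, 0.01% Tween-20. After 60 minutes at room temperature, ATP was read by Kinase-Glo Plus luminescence end-point.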
BAZ2B inh = qHTS Assay for Inhibitors of BAZ2B; AlphaScreen BAZ2B-H3K14Ac peptide displacement; Potency, µM (titrated, usually from 114 µM), without a hit: top-dose activity change, negative = inhibition, usual class: inhibitors; hit rate 4.4% among 360,000; AID 504333, 2011; note: potency is the fitted concentration of half-maximal effect; % is set by controls: 0 for no effect and ±100 for the full control effect; nearly all actives have a fitted effect of over 60% in size
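BAZ2B 50 nM plus b-H3(5-23)K14Ac 50 nM, PBS pH 7.4/0.01% Tween-20, 30 min RT; compound added (max 110 uM), 30 min RT; streptavidin donor/Ni-chelate acceptor beads 10 ug/mL final, 20 min dark; AlphaScreen read.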
Starred values were filed as active, the others as inactive; [ ] = dose if it differs, or a comment. Unless noted, calls come from the whole dose curve; as a rule, active = well fitted curve in the direction sought with a large enough effect; inconclusive = small, poorly fitted or top-dose-only effect, or another doubt; inactive = no such curve, though single readings can be large; an effect the other way counts as inactive or inconclusive. The list is partial; count on the stated rates, not on these rows.

What do the screens show for `Cc1cc(S(=O)(=O)N2CCOCC2)ccc1OCC(=O)Nc1ccc(Br)cc1F`?
PI4K2A block: 5; Pin1 inhibitor: 6%; HP1b binding inh: 15%; GLS inh: 0%; POLH inh: -6%; JMJD2A Tudor inh: 3%; G9a block: 21%; Tb PGK inh: 4%; BAZ2B inh: -10%

What do the screens show for `Cc1ccc(N2CC(c3nnc(NC(=O)c4ccco4)s3)CC2=O)cc1Cl` (centres undefined)?
PI4K2A block: -5; Pin1 inhibitor: -2%; HP1b binding inh: 38%; GLS inh: -1%; POLH inh: -14%; JMJD2A Tudor inh: -12%; G9a block: 13%[59 µM]; Tb PGK inh: -2%; BAZ2B inh: -1%

How did COc1ccc(Cl)cc1N(CC(=O)Nc1ccccc1C(=O)N1CCCC1)S(C)(=O)=O do in these assays?
PI4K2A block: 0; Pin1 inhibitor: -6%; HP1b binding inh: 11%; GLS inh: -1%; POLH inh: -10%; JMJD2A Tudor inh: -11%; G9a block: 22%; Tb PGK inh: 10%; BAZ2B inh: 3%

How did COc1ccc(Cc2nc3ccccc3n2C)cc1 do in these assays?
PI4K2A block: -7; Pin1 inhibitor: 1%; HP1b binding inh: 8%; GLS inh: inconclusive; POLH inh: -14%; JMJD2A Tudor inh: -6%; G9a block: -6%[59 µM]; Tb PGK inh: 13%; BAZ2B inh: inconclusive

What do the screens show for `COc1ccc2c(/C=N/Nc3ccc(C(=O)O)cc3)c[nH]c2c1`?
PI4K2A block: 3; Pin1 inhibitor: inconclusive; HP1b binding inh: 9%; GLS inh: 40%[activator]; POLH inh: -8%; JMJD2A Tudor inh: inconclusive; G9a block: inconclusive; Tb PGK inh: 7%; BAZ2B inh: inconclusive

What do the screens show for `Cc1ccc(C(=O)NC2CCCc3ccccc32)o1` (centres undefined)?
PI4K2A block: 1; Pin1 inhibitor: 0%; HP1b binding inh: 25%; GLS inh: -6%; POLH inh: -3%; JMJD2A Tudor inh: -14%; G9a block: inconclusive; Tb PGK inh: -1%; BAZ2B inh: -3%

Results for CCOC(=O)c1cnc(C(F)(F)F)nc1Oc1ccccc1 ?
PI4K2A block: 1; Pin1 inhibitor: 5%; HP1b binding inh: 41%; GLS inh: -7%; POLH inh: -15%; JMJD2A Tudor inh: 14%; G9a block: 28%; Tb PGK inh: -4%; BAZ2B inh: 6%

What do the screens show for `CCN(C(=O)c1cn(CC(C)C)c(=O)c2cc(OC)c(OC)cc12)c1cc(OC)ccc1OC`?
PI4K2A block: 2; Pin1 inhibitor: 3%; HP1b binding inh: 5%; GLS inh: 0%; POLH inh: -13%; JMJD2A Tudor inh: -19%; G9a block: 3%[59 µM]; Tb PGK inh: -1%; BAZ2B inh: 1%

Results for CCCCn1c(N)c(N(CCOC)C(=O)CN(C)S(=O)(=O)c2ccc(C)cc2)c(=O)[nH]c1=O ?
PI4K2A block: 0; Pin1 inhibitor: -9%; HP1b binding inh: 19%; GLS inh: 20%; POLH inh: 4%; JMJD2A Tudor inh: -9%; G9a block: inconclusive; Tb PGK inh: -2%; BAZ2B inh: 9%

Results for CN(CC(=O)Nc1ccccc1Cl)C(=O)CSc1nnc(N)s1 ?
PI4K2A block: -2; Pin1 inhibitor: 0%; HP1b binding inh: 27%; GLS inh: -7%; POLH inh: -27%; JMJD2A Tudor inh: -6%; G9a block: -36%[12.7 µM]; Tb PGK inh: -12%; BAZ2B inh: -7%

What do the screens show for `Cc1cccc(C(=O)/C=C2/c3ccccc3CC(C)(C)N2C)c1`?
PI4K2A block: 3; Pin1 inhibitor: -3%; HP1b binding inh: 7%; GLS inh: inconclusive; POLH inh: -14%; JMJD2A Tudor inh: -33%; G9a block: -24%[59 µM]; Tb PGK inh: -9%; BAZ2B inh: -32%

What do the screens show for `Cc1ccc2[nH]c(=O)c(COC(=O)C3CCCCC3)cc2c1`?
PI4K2A block: -16; Pin1 inhibitor: 0%; HP1b binding inh: 25%; GLS inh: -1%; POLH inh: -5%; JMJD2A Tudor inh: -6%; G9a block: 5%[59 µM]; Tb PGK inh: -1%; BAZ2B inh: 1%

What do the screens show for `CC1CCC2(CC1)NC(=O)N(CC(=O)Nc1ccc(N3CCCCC3)cc1)C2=O` (centres undefined)?
PI4K2A block: -5; GLS inh: 26%; POLH inh: -19%; Tb PGK inh: -9%

What do the screens show for `C=CCNCc1ccccc1[N+](=O)[O-]`?
PI4K2A block: -2; Pin1 inhibitor: -5%; HP1b binding inh: 36%; GLS inh: -2%; POLH inh: -14%; JMJD2A Tudor inh: -1%; G9a block: -2%[2.33 µM]; Tb PGK inh: -10%; BAZ2B inh: -5%

How did CCN(CC)C(=O)c1ccc(S(=O)(=O)Cc2ccc(C)cc2)c([N+](=O)[O-])c1 do in these assays?
PI4K2A block: 10; Pin1 inhibitor: -3%; HP1b binding inh: 9%; GLS inh: 0%; POLH inh: -17%; JMJD2A Tudor inh: -30%; G9a block: -34%; Tb PGK inh: -5%; BAZ2B inh: -21%

What do the screens show for `CS(=O)(=O)c1ncc(Cl)c(C(=O)N2CCN(c3cccc(Cl)c3)CC2)n1`?
PI4K2A block: 8; Pin1 inhibitor: 7%; HP1b binding inh: 32%; GLS inh: 1%; POLH inh: -3%; JMJD2A Tudor inh: -17%; G9a block: 13µM*; Tb PGK inh: 5%; BAZ2B inh: inconclusive

Results for Cc1nnc2n1NC(c1ccc(Cl)cc1)C(C(=O)N1CCC(C)CC1)S2 (centres undefined) ?
PI4K2A block: -12; Pin1 inhibitor: 0%; HP1b binding inh: 39%; GLS inh: 15%; POLH inh: 12%; JMJD2A Tudor inh: -6%; G9a block: 22%[59 µM]; Tb PGK inh: -4%

How did COc1ccc(N(C(=O)c2ccccc2OC)C2C=CS(=O)(=O)C2)c(OC)c1 (centres undefined) do in these assays?
PI4K2A block: -3; Pin1 inhibitor: -1%; HP1b binding inh: 58%[activator]; GLS inh: -2%; POLH inh: -5%; JMJD2A Tudor inh: -2%; G9a block: 9%[12.7 µM]; Tb PGK inh: 2%; BAZ2B inh: -5%

Results for CCc1ccccc1OCC(=O)Nc1ccc(F)c(S(=O)(=O)N2CCOCC2)c1 ?
PI4K2A block: 5; Pin1 inhibitor: -5%; HP1b binding inh: 25%; GLS inh: 4%; POLH inh: -18%; JMJD2A Tudor inh: -1%; G9a block: 5%; Tb PGK inh: 3%; BAZ2B inh: inconclusive

How did COc1ccccc1CNC(=O)Cc1ccc(Br)cc1 do in these assays?
PI4K2A block: -2; Pin1 inhibitor: 5%; HP1b binding inh: 36%; GLS inh: 6%; POLH inh: -8%; JMJD2A Tudor inh: -3%; G9a block: 8%[59 µM]; Tb PGK inh: -6%; BAZ2B inh: -8%

How did O=C(NCc1ccccc1F)c1cccc(NC(=O)N2CCSc3ncccc32)c1 do in these assays?
PI4K2A block: -4; Pin1 inhibitor: -3%; HP1b binding inh: 43%[activator]; GLS inh: -2%; POLH inh: -17%; JMJD2A Tudor inh: 4%; G9a block: -1%[59 µM]; Tb PGK inh: -2%; BAZ2B inh: -5%

What do the screens show for `CCOC(=O)C1(Cc2cccc(OC)c2)CCN(CC(O)CO)CC1` (centres undefined)?
PI4K2A block: -4; Pin1 inhibitor: 2%; HP1b binding inh: 16%; GLS inh: 2%; POLH inh: -18%; JMJD2A Tudor inh: -10%; G9a block: 4%; Tb PGK inh: -16%; BAZ2B inh: 3%

Results for COc1ccccc1-c1nc(SCC(=O)N(C)c2ccccc2)c2c(=O)n(C)c(=O)n(C)c2n1 ?
PI4K2A block: 6; Pin1 inhibitor: -4%; HP1b binding inh: 3%; GLS inh: 0%; POLH inh: -4%; JMJD2A Tudor inh: -24%; G9a block: 1%; Tb PGK inh: -8%; BAZ2B inh: -14%

What do the screens show for `O=[N+]([O-])c1ccc(/C=N/n2c(-c3ccccc3)n[nH]c2=S)cc1`?
PI4K2A block: 0; Pin1 inhibitor: -4%; HP1b binding inh: 8%; GLS inh: -1%; POLH inh: 1%; JMJD2A Tudor inh: 40µM*; G9a block: 0.56µM*; Tb PGK inh: -7%; BAZ2B inh: -38%

Results for C#CCCOC(=O)N1C2=NC(C(=O)OC)=C(C(=O)OC)[C@@H]3N(C)c4ccc(OC)cc4[C@]23C[C@H]1C(=O)OC ?
PI4K2A block: -3; Pin1 inhibitor: 2%; HP1b binding inh: 3%; GLS inh: 25%; POLH inh: -6%; JMJD2A Tudor inh: -28%; Tb PGK inh: -5%

How did O=C(CN1CCN(C(=O)c2cccc(S(=O)(=O)N3CCCC3)c2)CC1)Nc1ccccc1Cl do in these assays?
PI4K2A block: -1; Pin1 inhibitor: 7%; HP1b binding inh: 40%[activator]; GLS inh: -2%; POLH inh: -18%; JMJD2A Tudor inh: -5%; G9a block: -2%[2.33 µM]; Tb PGK inh: 2%; BAZ2B inh: -3%

What do the screens show for `Cc1cccc(N(C)S(=O)(=O)c2nnc(NC(=O)c3cccs3)s2)c1`?
PI4K2A block: 2; Pin1 inhibitor: -1%; HP1b binding inh: 45%[activator]; GLS inh: 4%; POLH inh: -20%; JMJD2A Tudor inh: -5%; G9a block: -8%[59 µM]; Tb PGK inh: -5%; BAZ2B inh: 0%
